Assay outcomes deposited in PubChem BioAssay by National Center for Advancing Translational Sciences (NCATS).
EPAC1 ag: agonists of human EPAC1; O95398; EPAC1 agonist qHTS, biochemical assay; response scale: 100% = response to 6.5 mM cAMP; Potency, µM (titrated, usually from 154 µM), inactives show at the highest dose activation, hits mostly activators; 360,000 compounds, 0.073% hits; AID 720707; note: potency is the fitted concentration of half-maximal effect; nearly all actives have a fitted effect of over 60% in size
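Nucleotide exchange by EPAC1 (100 nM) on Rap1B–BODIPY-GDP (250 nM) in the presence of 50 uM GDP is tracked fluorescently at 480/540 nm over 30 min. Signals are normalized to a 6.5 mM cAMP control.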
CCT modulator: modulators of cytosolic chaperonin (CCT/TRiC) activity; activity change, % (test concentration not listed), hits read low; purified chaperonin ATPase assay, HTRF ADP detection, 30 min; 360,000 compounds, 0.3% hits; AID 651819; in the data active = activity change below about -30%; note: % is set by controls: 0 for no effect and ±100 for the full control effect
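Enzyme 40 or 20 nM (batch-dependent) in Tris pH 7.4/KCl/MgCl2/DTT; cpd 76 uM single point; ATP 10 uM; 30 min 37 °C; Transcreener ADP HTRF detection, 30 min RT; ratio 665/615.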
WRN inhibitor: WRN helicase (human) inhibition; Q14191; WRN helicase unwinding, fluorescent forked duplex, kinetic; Potency, µM (top dose mostly 114 µM), inactives show at the top dose activity change, negative = inhibition, actives largely listed as inhibitors; 360,000 compounds, 0.46% hits; AID 651768; note: potency is the fitted concentration of half-maximal effect; % is set by controls: 0 for no effect and ±100 for the full control effect; nearly all actives have a fitted effect of over 55% in size
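Enzyme (20 nM final) and test compound sit together 15 min at room temperature before substrate addition. Substrate is a single-forked duplex oligonucleotide (100 nM) labelled with fluorophore and quencher, with 2 mM ATP; helicase unwinding raises red fluorescence, read kinetically.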
PLK1 PBD inh: PLK1 (human) polo-box domain binding inhibition; Potency, µM, without a hit: max response, negative = inhibition, most hits filed as inhibitors; 360,000 compounds, 2.8% hits; Plk1 PBD binding of FITC phosphopeptide, fluorescence polarization; note: potency is the fitted concentration of half-maximal effect; series mostly up to about 57 µM; % is set by controls: 0 for no effect and ±100 for the full control effect; nearly all actives have a fitted effect of over 65% in size
MmCpn inh: inhibitors of Methanococcus maripaludis chaperonin (MmCpn). purified Mm-Cpn ATPase, ADP Transcreener TR-FRET. Potency, µM (doses to about 76.9 µM), for the others: at the highest dose activity, negative = inhibition, most hits filed as inhibitors. 330,000 compounds, 0.031% hits; note: potency is the fitted concentration of half-maximal effect; % is set by controls: 0 for no effect and ±100 for the full control effect; nearly all actives have a fitted effect of over 80% in size
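Measured: ADP formation by purified Mm-CPN. Conditions: 25 nM protein, 10 uM ATP, Tris pH 7.4 with Mg2+, K+ and DTT, 37°C for 30 min. Detection: Transcreener HTRF after 30 min at room temperature.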
EPAC2 antagonist: blocks human EPAC2 exchange factor; EPAC2 GEF exchange of Rap1B-BODIPY-GDP, fluorescence; AID 720708; Potency, µM (doses to about 114 µM), without a hit: top-dose activity, negative = inhibition, most hits filed as inhibitors; 360,000 compounds, 0.18% hits; Q8WZA2; note: potency is the fitted concentration of half-maximal effect; % is set by controls: 0 for no effect and ±100 for the full control effect; nearly all actives have a fitted effect of over 45% in size; many of its hits are not listed in these tables
EPAC1 antag: blocks human EPAC1 exchange factor | Potency, µM (highest dose often 115 µM), inactives show at the highest dose activity change, negative = inhibition, usual class: inhibitors | O95398 | AID 720709 | EPAC1 GEF assay, Rap1b-BODIPY-GDP exchange fluorescence | 360,000 compounds, 0.14% hits;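 note: potency is the fitted concentration of half-maximal effect; plate controls were vehicle for no effect and positive control for full effect; nearly all actives have a fitted effect of over 50% in size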
PI5P4K alpha inh: inhibitors of human PI5P4K alpha | P48426 | PI5P4Kalpha enzyme, ADP-Glo luminescence, 60 min; active compounds read low | max response, % | 330,000 compounds, 1.2% hits | AID 652105; active = max response of -50% or lower; inconclusive = between -30% and -50%; inactive = -30% or higher; note: value at the top dose of about 77 µM; % is set by controls: 0 for no effect and ±100 for the full control effect
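Reactions run in 0.038 M HEPES pH 7.4, 0.28 mM EGTA, 0.1% CHAPS and 5% DMSO, with PI5P4Kalpha, substrate, compound and 5 microM ATP final, one hour at room temperature. Readout is ADP-Glo luminescence.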
* hit, by the source's call; u = inconclusive; x = no result given; [ ] = dose if it differs, or a comment. Unless noted, calls come from the whole dose curve; as a rule, active = well fitted curve in the direction sought with a large enough effect; inconclusive = small, poorly fitted or top-dose-only effect, or another doubt; inactive = no such curve, though single readings can be large; an effect the other way counts as inactive or inconclusive.

SMILES	MmCpn inh	PLK1 PBD inh	EPAC2 antagonist	PI5P4K alpha inh	WRN inhibitor	EPAC1 ag	EPAC1 antag	CCT modulator
CC(C)(C)N1C(=O)c2ccc(C(=O)O)cc2C1=O	-1%	2%	13%	u	2%	-10%	-15%	0.2
CCOC(=O)Nc1ccc2c(c1)Cc1cc([N+](=O)[O-])ccc1-2	x	5%	16%	-10	-2%	0%	5%	-0.6
O=C1NCCc2onc(-c3ccc(Br)cc3)c21	x	-12%	-11%	7	-1%	5%	-9%	-0.6
CC1(C)N=C(c2cccs2)C(C)(C)N1O	2%	-16%	-8%	-9	7%	6%	4%	-1.3
COC(=O)c1sc(S(=O)(=O)N2CCC(C)CC2)c(C(=O)OC)c1C	0%	-13%	-5%	1	-2%	18%	-8%	-2.7
O=C(CCCCCN1C(=O)CCC1=O)Nc1ccc(Cl)c(C(F)(F)F)c1	0%	1%	-6%	x	-4%	-6%	0%	-0.3
Cc1ccc(C)c(NC(=S)NCCN(C2CCCCC2)C2CCCC2)c1	-3%	-7%	-7%	0	10%	0%	1%	3.5
Cc1ccc(OCC(=O)Nc2ccc3c(c2)nc(CCN2CCOCC2)n3C)cc1	1%	-6%	1%	x	7%	4%	-9%	-4.0
CC(C)[C@H](NC(=O)OCc1ccccc1)C(=O)OCc1ccccc1	0%	-4%	-29%	23	-13%	-4%	-3%	0.1
O=C(Nc1nccs1)c1cc(-c2ccncc2)nc2ccccc12	-1%	-9%	-18%	-10	-20%	10%	4%	0.9
Cc1cc(N2CCOCC2)nc(SCc2c(Cl)cccc2Cl)n1	1%	-4%	9%	28	-28%	21%	-4%	-1.8
Cc1onc(-c2c(Cl)cccc2Cl)c1C(N)=O	2%	-15%	10%	x	0%	1%	7%	2.9
C=CCn1c(-c2c(C)nc3cc(C)ccn23)n[nH]c1=S	2%	-8%	-3%	-8	-24%	-3%	-9%	-2.9
O=C(CCCOc1ccc(Cl)cc1Cl)Nc1ccncc1	1%	0%	-6%	x	-15%	14%	-3%	1.4
CCNc1nc(NC(C)C)nc(N(C#N)CC(=O)OC)n1	0%	-15%	3%	0	-5%	6%	-19%	-0.7
CCOc1cccc(-c2nc(C(N)=O)c3[nH]c(=O)n(-c4cccc(Cl)c4)c3n2)c1O	-3%	-2%	-6%	u	10%	-10%	-5%	-37*
O=C(COC(=O)c1ccco1)Nc1cccc(S(=O)(=O)N2CCOCC2)c1	x	6%	-8%	-3	-4%	11%	5%	-0.7
CCn1ncc(/C=C/C(=O)NCc2cn(C)nc2C)c1C	-3%	4%	0%	x	-2%	1%	0%	-0.1
COCCn1c(=S)[nH]c2cc(C(=O)NC(C)C)ccc2c1=O	3%	-11%	-3%	0	-3%	7%	-7%	-1.8
CCOc1ccc(Cl)cc1CSc1n[nH]c(CC)n1	1%	-7%	5%	x	-2%	-3%	4%	1.5
O=C(C1CCN(c2nnc(-n3cccc3)s2)CC1)N1CCN(c2cccc(C(F)(F)F)c2)CC1	0%	-13%	0%	-9	2%	-13%	-4%	-14
O=C(Nc1cccc2ccccc12)N1N=CCC1c1ccccc1 (stereo not given)	0%	4%	3%	0	1%	4%	-14%	0.2
CC1CCCC(NC(=O)CSc2nnc(-c3cccnc3)n2N)C1C (stereo not given)	-3%	-7%	-4%	-9	-5%	-23%	-28%	-2.1
COc1cccc(/C=N/NC(=O)c2c(-c3ccccc3)noc2C)c1O	1%	-6%	-3%	-5	-13%	12%	-11%	0.8
CC(Sc1nc(N)cc(N)n1)C(=O)Nc1ccc(N2CCOCC2)cc1 (stereo not given)	0%	-10%	11%	5	6%	-7%	8%	1.1
Cc1cccc(C)c1NC(=O)CN(C)C(=O)c1ccc2nc[nH]c2c1	0%	-10%	11%	-13	-8%[11.6 µM]	-5%	4%	-1.2
O=C(O)c1ccc2c(c1)C(=O)N(c1ccc(Cl)cn1)C2=O	-2%	-4%	1%	-7	-3%	7%	9%	0.3
CCOc1ccc(OCC)c(NC(=O)C2COc3ccccc3O2)c1 (stereo not given)	-10%	4%	-4%	x	-13%	20%	-12%	-3.0
COc1ccc(NS(=O)(=O)c2ccc(C)c(C(=O)NNC(=O)c3ccccc3O)c2)cc1	3%	-1%	-4%	13	-14%	2%	5%	0.4
CCOC(=O)c1sc2nc(CC(=O)OC)nc(NCC(=O)OC)c2c1C	-4%	-10%	0%	x	-1%	4%	-8%	2.1
CNC(=S)N1CCc2ccccc2C1	0%	1%	0%	5	-7%	4%	-6%	1.7
COc1ccc(C)cc1S(=O)(=O)N(C)CC(=O)NCc1ccccn1	0%	-4%	1%	-10	-4%	8%	5%	-1.9
COc1ccc(CCNC(=O)c2ccc(NC(=O)CC3SC(N4CCCC4)=NC3=O)cc2)cc1 (stereo not given)	-2%	2%	11%	1	-5%	-22%	-7%	2.7
COc1ccc(CNC(=O)c2cc(-c3cc(C)cc(C)c3O)n[nH]2)cc1	2%	-3%	u	0	-12%	5%	-23%	0.9
O=S(=O)(/N=C(/c1ccccc1Cl)N1CCOCC1)c1ccccc1	1%	3%	11%	x	-16%	0%	13%	2.6
c1ccc(COc2cccc(CNCc3cccnc3)c2)cc1	-2%	-18%	1%	6	-7%	5%	-23%	-3.2
CCCCn1nc(CC(=O)O)c2ccccc2c1=O	-1%	-1%	-1%	x	-7%	3%	5%	-1.8
CC(C)OP(=O)(OC(C)C)C(Nc1ccccn1)c1ccc(F)cc1 (stereo not given)	-2%	-6%	-1%	0	-7%	4%	3%	1.7
CSc1nc2ccc(S(=O)(=O)NC3CCCCC3)cc2s1	0%	-10%	1%	6	-35%	-9%	2%	-1.0
CC1CN(C(=S)Nc2ccccc2C(F)(F)F)CC(C)O1 (stereo not given)	-2%	-7%	-4%	-3	-16%	-9%	1%	0.0
Cc1cccc(C)c1NC(=O)C(Cl)=C(Cl)Cl	-6%	0%	1%	3	-17%[57.1 µM]	-2%	-3%	-0.5
O=C(O)/C=C/c1ccc(S(=O)(=O)N(CCO)CCO)cc1	-4%	-5%	-3%	-1	-2%	5%	-15%	0.3
N#Cc1ccccc1S(=O)(=O)NC(=O)[C@H]1O[C@@H](n2cnc3c(N)ncnc32)[C@H](O)[C@@H]1O	x	-3%	-3%	-1	-3%	8%	-2%	2.1
N=C1/C(=C\c2ccc(OC(=O)c3ccco3)cc2)C(=O)N=C2SC=NN12	-3%	u	-2%	u	u	5%	-10%	-2.7
C=CCc1cccc(Cl)c1OCCCNC1CCCC1	-1%	-8%	3%	2	2%	-1%	-24%	-2.6
O=C(NNC(=O)c1ccccc1[N+](=O)[O-])c1ccccc1[N+](=O)[O-]	-7%	27µM*	-1%	-10	5%	16%	-23%	-3.0
COc1ccc(N(C(=O)CNC(=O)c2cccs2)C(C(=O)NCC2CCCO2)c2ccc(OC)c(OC)c2)cc1 (stereo not given)	-6%	-20%	-4%	-11	-3%	7%	6%	-1.3
O=C(c1cccs1)N1CCN=C1SCc1ccccc1F	-1%	-6%	1%	0	-3%	5%	-15%	-0.6
O=C(NNC(=O)c1ccccc1O)c1ccc(Cl)cc1	-1%	-5%	1%	-4	1%	1%	-2%	-0.1
CC1(C)C(=O)Nc2ccccc2N1C(=O)COC(=O)c1cccnc1Cl	-1%	-2%	0%	u	-16%	5%	-13%	0.2
O=C(CSc1nnc(COc2ccc(Cl)cc2)n1Cc1ccco1)c1ccccc1F	2%	-4%	5%	x	-1%	0%	4%	-0.4
CC(C)=CCC/C(C)=C/CNC(=O)C[C@H]1C[C@H](C(=O)N2CCOCC2)[C@@]2(C)c3[nH]c4ccc(Cl)cc4c3CCN2C1=O	0%	-13%	-2%	43	-3%	-11%	-25%	-2.7
CCOC(=O)c1ccc(NC(=O)CSc2nc3ncccc3[nH]2)cc1	1%	-11%	1%	-2	3%	0%	-15%	-1.1

Two of these compounds in a different format:
Results follow in this order: MmCpn inh, PLK1 PBD inh, EPAC2 antagonist, PI5P4K alpha inh, WRN inhibitor, EPAC1 ag, EPAC1 antag, CCT modulator
- O=C(CCCOc1ccc(Cl)cc1Cl)Nc1ccncc1
    1%, 0%, -6%, x, -15%, 14%, -3%, 1.4
- C=CCc1cccc(Cl)c1OCCCNC1CCCC1
    -1%, -8%, 3%, 2, 2%, -1%, -24%, -2.6

Three entries from above, sorted by the value under EPAC1 antag, smallest number first:
| smiles | EPAC1 antag |
| --- | --- |
| CC(C)=CCC/C(C)=C/CNC(=O)C[C@H]1C[C@H](C(=O)N2CCOCC2)[C@@]2(C)c3[nH]c4ccc(Cl)cc4c3CCN2C1=O | -25% |
| CCOC(=O)c1ccc(NC(=O)CSc2nc3ncccc3[nH]2)cc1 | -15% |
| O=C(CSc1nnc(COc2ccc(Cl)cc2)n1Cc1ccco1)c1ccccc1F | 4% |

A portion of the library; the hit share may differ from the screen's.
